GLP1R inv ag: inverse agonists of human GLP-1 receptor; P43220; HEK293 GLP-1R CRE-luciferase, luminescence, 24 h; GLP-1R form is constitutively active; Potency, µM (series often up to 38.3 µM), inactives show at the top dose activity change, negative = inhibition, most hits filed as inhibitors; actives 1.6% (n = 410,000); AID 624417; note: potency is the fitted concentration of half-maximal effect; % is set by controls: 0 for no effect and ±100 for the full control effect; nearly all actives have a fitted effect of over 55% in size
Target sequence (P43220 whole entry, looked up): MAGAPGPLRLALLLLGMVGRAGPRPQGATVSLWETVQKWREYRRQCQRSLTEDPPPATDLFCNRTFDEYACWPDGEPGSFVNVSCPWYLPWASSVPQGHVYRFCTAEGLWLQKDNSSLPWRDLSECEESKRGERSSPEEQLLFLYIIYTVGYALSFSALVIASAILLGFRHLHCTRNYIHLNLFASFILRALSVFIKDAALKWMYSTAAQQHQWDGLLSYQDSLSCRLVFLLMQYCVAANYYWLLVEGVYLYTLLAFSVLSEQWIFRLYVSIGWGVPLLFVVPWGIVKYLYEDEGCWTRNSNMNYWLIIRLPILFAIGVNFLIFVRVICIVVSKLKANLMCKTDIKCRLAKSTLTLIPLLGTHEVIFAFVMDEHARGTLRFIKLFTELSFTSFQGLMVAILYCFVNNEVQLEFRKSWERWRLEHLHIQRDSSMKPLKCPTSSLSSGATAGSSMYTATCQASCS
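Inverse agonists were sought by their lowering of basal cAMP reporter luciferase output in HEK293 cells stably carrying constitutively active human GLP-1R, after 24 h compound treatment.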
Abeta rescue: compounds reversing amyloid beta toxicity in yeast | Potency, µM (highest dose often 46.1 µM), for inactives: at the top dose growth rescue, most hits filed as activators | yeast expressing A-beta42, growth rescue, OD600, 48 h; response scale: 0% DMSO, 100% iron-clioquinol control | actives 0.063% (n = 410,000); note: potency is the fitted concentration of half-maximal effect; nearly all actives have a fitted effect of over 55% in size
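Yeast A-beta toxicity model in growth medium with pinned compounds, 48 h at 30 C; growth read as absorbance at 600 nm. Normalized to FeCl3/clioquinol equimolar mix (positive) and DMSO (negative).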
HEK293 tox: cytotoxicity in counter-screen for GLP-1R inverse agonists | HEK293 cAMP-luciferase reporter cells, luminescence, 24 h | Potency, µM (series often up to 38.3 µM), inactives show top-dose activity change, negative = inhibition, usual class: inhibitors | actives 0.13% (n = 410,000) | AID 624418;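 note: loss of luciferase light is scored as toxicity; potency is the fitted concentration of half-maximal effect; % is set by controls: 0 for no effect and ±100 for the full control effect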
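Compound-treated cells are incubated 24 hr at 37 deg C under 5% CO2 after a 12 hour attachment period, then luciferase detection reagent is added and luminescence is measured following 12 min at room temperature; lowered signal indicates toxicity.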
aSyn yeast inh: rescues yeast growth from alpha-synuclein toxicity; Yeast expressing alpha-synuclein, growth rescue, BacTiter-Glo, 24 h; Potency, µM (series often up to 46.1 µM), for inactives: at the top dose growth rescue (activation), usual class: activators; actives 0.14% (n = 370,000); note: potency is the fitted concentration of half-maximal effect; % of control where 0% means no effect; nearly all actives have a fitted effect of over 65% in size
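Screening used galactose-induced yeast with toxic alpha-synuclein levels, exposed to compound for 24 hr at 30 deg C. Cell growth, read with BacTiter-Glo luminescence, gave the measured signal.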
pAkt inh: Akt phosphorylation inhibition; actives 0.32% (n = 360,000); activity change, % for hits at 50 µM; Neuro2A IGF-stimulated pAkt S473 HTRF, 20 min; stronger effect = lower value; in the data active = activity change below about -80%; inconclusive = mostly about -51% to -80%; note: % is set by controls: 0 for no effect and ±100 for the full control effect
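Neuro2A cells in DMEM with 0.5% FBS, overnight at 37 deg C, given compound at single 50 µM final, then IGF (6 nM final) for 20 min at 37 deg C. Lysed; phospho-Akt Ser473 by HTRF after 24 h, 665/615 ratio.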
TDP-43 yeast inh: rescues yeast growth from TDP-43 toxicity; TDP-43 expressing yeast growth rescue, BacTiter-Glo, 24 h; AID 652104; actives 1.8% (n = 410,000); Potency, µM (doses to about 46.1 µM), without a hit: at the top dose growth rescue (activation), hits mostly activators; note: potency is the fitted concentration of half-maximal effect; % of control where 0% means no effect; nearly all actives have a fitted effect of over 50% in size
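Readout is BacTiter-Glo luminescence of cell growth, so inhibitors register as activators. TDP-43-expressing yeast at OD600=0.02 in galactose medium, after raffinose pregrowth to mid-log, were incubated with compound for 24 hr at 30 deg C.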
FUS suppressor: rescues growth of FUS-expressing yeast. S. cerevisiae FUS-expressing, growth rescue, OD600, 24 h. Potency, µM (highest dose often 76.6 µM), inactives show at the top dose growth rescue (activation), most hits filed as activators. actives 0.24% (n = 390,000);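 note: potency is the fitted concentration of half-maximal effect; plate controls were DMSO vehicle for no effect and reference control for full effect; nearly all actives have a fitted effect of over 55% in size; some results filed as inactive show a strong effect at the top dose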
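S. cerevisiae expressing FUS from galactose induction served as the toxicity model. Growth after 24hr at 30C, read as absorbance at 600 nm, indicates suppression of toxicity; compounds dosed at several concentrations.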
Mm-Cpn inhibitor: M. maripaludis TRiC chaperonin inhibition | purified Mm-Cpn ATPase, ADP Transcreener TR-FRET | Potency, µM (top dose mostly 76.9 µM), for the others: top-dose activity, negative = inhibition, hits mostly inhibitors | actives 0.031% (n = 330,000) | AID 504842; note: potency is the fitted concentration of half-maximal effect; % is set by controls: 0 for no effect and ±100 for the full control effect; nearly all actives have a fitted effect of over 80% in size
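ATPase read-out: TR-FRET ADP immunoassay (anti-ADP Eu cryptate vs ADP-d2), ex 320 nm, em 590/665 nm; signal drops as ADP forms. Enzyme 25 nM, ATP 10 uM, 30 min at 37°C after 10 min compound preincubation.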
PTHR1 agonist: PTHR1 (human) receptor agonism; actives 0.075% (n = 410,000); Potency, µM (highest dose often 115 µM), without a hit: at the highest dose activation, usual class: activators; HEK293 GP2 PTHR1 cells, GloSensor cAMP luminescence, 1 h; AID 743266; Q03431; note: potency is the fitted concentration of half-maximal effect; nearly all actives have a fitted effect of over 55% in size; some results filed as inactive show a strong effect at the top dose; inactives centre near -15; many of its hits are not listed in these tables
Target sequence (Q03431 whole entry, looked up): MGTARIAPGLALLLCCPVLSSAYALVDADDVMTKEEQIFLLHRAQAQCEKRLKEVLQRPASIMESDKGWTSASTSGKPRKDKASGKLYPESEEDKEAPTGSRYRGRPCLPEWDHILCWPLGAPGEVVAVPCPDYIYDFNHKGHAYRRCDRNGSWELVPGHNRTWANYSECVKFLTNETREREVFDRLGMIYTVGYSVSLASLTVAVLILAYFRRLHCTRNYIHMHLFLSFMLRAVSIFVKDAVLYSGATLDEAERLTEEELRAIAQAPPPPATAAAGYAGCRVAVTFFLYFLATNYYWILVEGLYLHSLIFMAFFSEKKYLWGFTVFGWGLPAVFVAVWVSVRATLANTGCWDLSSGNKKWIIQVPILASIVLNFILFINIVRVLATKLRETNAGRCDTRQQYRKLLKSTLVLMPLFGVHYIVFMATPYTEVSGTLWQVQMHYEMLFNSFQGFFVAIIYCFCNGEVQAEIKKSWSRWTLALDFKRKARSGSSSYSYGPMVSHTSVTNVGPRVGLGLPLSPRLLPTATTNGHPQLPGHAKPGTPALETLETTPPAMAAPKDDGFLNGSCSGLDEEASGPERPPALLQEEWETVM
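HEK-293-derived GP2 cells expressing PTHR1 and a GloSensor cAMP reporter, 3,000/well, plated overnight, given luciferin plus IBMX (each 0.5 mM as added) for 1 h at 37 °C, then compound for 1 h at 37 °C. Luminescence was read after 15 min at room temperature.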
* = called active by the depositor; [ ] = another dose, or the depositor's remark. Unless noted, calls come from the whole dose curve; as a rule, active = well fitted curve in the direction sought with a large enough effect; inconclusive = small, poorly fitted or top-dose-only effect, or another doubt; inactive = no such curve, though single readings can be large; an effect the other way counts as inactive or inconclusive. A portion of the library; the hit share may differ from the screen's.

Screening COc1ccc(-n2nnnc2SCC(=O)Nc2ccccc2N2CCOCC2)cc1OC returned GLP1R inv ag 3%, Abeta rescue -13%, HEK293 tox 7%, aSyn yeast inh -6%, pAkt inh inactive, TDP-43 yeast inh 2%, FUS suppressor -19%, Mm-Cpn inhibitor 0% and PTHR1 agonist -10%.
`COc1ccc(N2C(=O)CC(SCC(=O)O)C2=O)cc1` (stereo unspecified) gave GLP1R inv ag 6%, Abeta rescue 5%, HEK293 tox 8%, aSyn yeast inh 1%, pAkt inh inactive, TDP-43 yeast inh 1%, FUS suppressor -3%, Mm-Cpn inhibitor -1% and PTHR1 agonist inactive.
Screening COc1cc(Cl)c(C)cc1NC(=O)c1nn(-c2ccc(C)cc2)c(=O)n(C)c1=O returned GLP1R inv ag -9%, Abeta rescue -5%, HEK293 tox -5%, TDP-43 yeast inh 9%, FUS suppressor -11% and PTHR1 agonist -14%.
For CC(=O)Nc1cc(C(=O)N2CCc3ccccc3C2)ccc1Sc1ccc(C)cc1 the results were GLP1R inv ag inconclusive, Abeta rescue inconclusive, HEK293 tox 64%[activator], aSyn yeast inh 0%, pAkt inh inactive, TDP-43 yeast inh 5%, Mm-Cpn inhibitor -3% and PTHR1 agonist -33%.
Screening COc1c(-c2ccc(O)c(O)c2)oc2cc(O)cc(O)c2c1=O returned GLP1R inv ag -16%, Abeta rescue 3%, HEK293 tox -17%, aSyn yeast inh 2%, pAkt inh inactive, TDP-43 yeast inh 7%, FUS suppressor 2%, Mm-Cpn inhibitor -14% and PTHR1 agonist -16%.
CC(/C=N/NC(=O)c1cccc([N+](=O)[O-])c1)=C\c1ccccc1 was read as GLP1R inv ag 34%[activator], Abeta rescue 3%, HEK293 tox 11%, aSyn yeast inh 3%, pAkt inh inactive, TDP-43 yeast inh -2%, FUS suppressor -2%, Mm-Cpn inhibitor -17% and PTHR1 agonist inactive.
For CCN1CCN(Cc2c(C)[nH]c3ccc(OC)cc3c2=O)CC1 the results were GLP1R inv ag -2%, Abeta rescue 17%, HEK293 tox -1%, aSyn yeast inh 1%, pAkt inh inactive, TDP-43 yeast inh 5%, FUS suppressor -9%, Mm-Cpn inhibitor 2% and PTHR1 agonist inactive.
CCOC(=O)N1CCC2(CC1)C(C#N)=C(N)OC1=C2C(=O)CCC1 was read as GLP1R inv ag 5%, Abeta rescue -16%, HEK293 tox 1%, aSyn yeast inh 0%, pAkt inh inactive, TDP-43 yeast inh -3%, FUS suppressor 16%, Mm-Cpn inhibitor -6% and PTHR1 agonist inactive.
Cn1nnc2c(N3CCN(c4cccc(Cl)c4)CC3)ncnc21 was read as GLP1R inv ag 2%, Abeta rescue -16%, HEK293 tox 4%, TDP-43 yeast inh 7%, FUS suppressor -12% and PTHR1 agonist -64%[inhibitor].
O=C(COC(=O)c1ccc(O)cc1)Nc1cc(S(=O)(=O)N2CCCCCC2)ccc1Cl was read as GLP1R inv ag inconclusive, Abeta rescue -4%, HEK293 tox 5%, aSyn yeast inh inconclusive, pAkt inh inactive, TDP-43 yeast inh 21%, FUS suppressor 8% and PTHR1 agonist -96%[inhibitor].
For Cc1ccc(C(=O)Nc2ccccc2C(=O)NCc2cccnc2)cc1 the results were GLP1R inv ag 23%, Abeta rescue -1%, HEK293 tox 6%, aSyn yeast inh -4%, pAkt inh inactive, TDP-43 yeast inh -6%, FUS suppressor 2%, Mm-Cpn inhibitor 2% and PTHR1 agonist inactive.
For COc1ccc(CC(=O)NCCc2csc(-c3cccc(C)c3)n2)cc1 the results were GLP1R inv ag -6%, Abeta rescue 8%, HEK293 tox -14%, TDP-43 yeast inh inconclusive, FUS suppressor 34% and PTHR1 agonist inactive.
Screening CC1S/C(=N/N=C2CCC(C(C)(C)C)CC2)NC1=O (stereo unspecified) returned GLP1R inv ag inconclusive, Abeta rescue -9%, HEK293 tox inconclusive, aSyn yeast inh -2%, pAkt inh inactive, TDP-43 yeast inh 6%, Mm-Cpn inhibitor -3% and PTHR1 agonist inactive.
For O=c1cc(-c2ccccc2Cl)oc2c(NS(=O)(=O)c3cccc4nsnc34)ccc(O)c12 the results were GLP1R inv ag inconclusive, Abeta rescue 8%, HEK293 tox -3%, aSyn yeast inh 5%, pAkt inh inactive, TDP-43 yeast inh 1%, FUS suppressor -3%, Mm-Cpn inhibitor -2% and PTHR1 agonist -16%.
Screening O=C(COC(=O)c1cc(=O)c2ccccc2o1)Nc1c(F)c(F)c(F)c(F)c1F returned GLP1R inv ag 15%, Abeta rescue 10%, HEK293 tox 7%, aSyn yeast inh -2%, pAkt inh inactive, TDP-43 yeast inh 2%, FUS suppressor -11%, Mm-Cpn inhibitor 2% and PTHR1 agonist inactive.
`O=C(O)c1c(-n2cccc2)sc2c1CCCC2` gave GLP1R inv ag 6%, Abeta rescue 26%, HEK293 tox 5%, aSyn yeast inh -4%, pAkt inh inactive, TDP-43 yeast inh inconclusive, FUS suppressor 19%, Mm-Cpn inhibitor -4% and PTHR1 agonist -10%.
CCOc1ccc(NC(=O)CCCn2c(=S)[nH]c3ccsc3c2=O)cc1 was read as GLP1R inv ag 11%, Abeta rescue -12%, HEK293 tox 0%, aSyn yeast inh 0%, pAkt inh inactive, TDP-43 yeast inh -6%, FUS suppressor -6%, Mm-Cpn inhibitor -4% and PTHR1 agonist inactive.
For Cc1cc(NC(=O)C2C3C=CC(C3)C2C(=O)O)no1 (stereo unspecified) the results were GLP1R inv ag 3%, Abeta rescue 1%, HEK293 tox -7%, aSyn yeast inh -13%, TDP-43 yeast inh -7%, FUS suppressor -2%, Mm-Cpn inhibitor 1% and PTHR1 agonist -7%[57.5 µM].
Screening F[B-](F)(F)c1cnc2ccccc2c1 returned GLP1R inv ag 9%, Abeta rescue 8%, HEK293 tox -8%, aSyn yeast inh -9%, pAkt inh inactive, TDP-43 yeast inh 10%, FUS suppressor -13% and PTHR1 agonist -24%.
For COc1ccc2cc(C(=O)CS(=O)(=O)c3ccccc3)c(=O)oc2c1 the results were GLP1R inv ag 8%, HEK293 tox 6%, aSyn yeast inh 4%, pAkt inh inactive, TDP-43 yeast inh -6%, FUS suppressor 3%, Mm-Cpn inhibitor -14% and PTHR1 agonist inactive.
For C/C(Nc1ccc(Cl)c(Cl)c1)=C1/CCOC1=O the results were GLP1R inv ag inconclusive, Abeta rescue 12%, HEK293 tox 14%, aSyn yeast inh -6%, pAkt inh inactive, TDP-43 yeast inh 2%, FUS suppressor 6% and PTHR1 agonist -22%.
For O=C(CN1C(=O)C2C3C=CC(C3)C2C1=O)NCC1COc2ccccc2O1 (stereo unspecified) the results were GLP1R inv ag 3%, Abeta rescue 15%, HEK293 tox 10%, aSyn yeast inh 6%, pAkt inh inactive, TDP-43 yeast inh 9%, FUS suppressor -5%, Mm-Cpn inhibitor 1% and PTHR1 agonist inactive.
`CC(C)N1CCc2c(sc(NC(=O)CCc3ccccc3)c2C(N)=O)C1` gave GLP1R inv ag -25%, Abeta rescue 7%, HEK293 tox 9%, aSyn yeast inh 0%, pAkt inh inactive, TDP-43 yeast inh 9%, FUS suppressor -30%, Mm-Cpn inhibitor -1% and PTHR1 agonist inactive.
`Fc1ccc(C2=Nn3c(Cc4ccccc4)nnc3SC2)cc1` gave GLP1R inv ag 6%, Abeta rescue 4%, HEK293 tox -9%, aSyn yeast inh -9%, pAkt inh inactive, TDP-43 yeast inh -7%, FUS suppressor -4%, Mm-Cpn inhibitor 0% and PTHR1 agonist -6%[57.5 µM].
Screening CCS(=O)(=O)c1c(Nc2ccc(F)c(Cl)c2)sc(C(=O)c2ccccc2)c1N returned GLP1R inv ag 9%, Abeta rescue 4%, HEK293 tox 18%, TDP-43 yeast inh 24%, FUS suppressor 15% and PTHR1 agonist -54%[inhibitor].
`Cc1ccc(CN2CCC[C@]3(N[C@H](c4ccc(C)cc4)[C@@H]4C(=O)N(C)C(=O)[C@@H]43)C2=O)cc1` gave GLP1R inv ag -3%, Abeta rescue -6%, HEK293 tox 6%, aSyn yeast inh -3%, pAkt inh inactive, TDP-43 yeast inh 9%, FUS suppressor -3% and PTHR1 agonist -29%.
For COc1ccc(OCC(=O)Nc2c3c(nn2C(C)(C)C)CS(=O)(=O)C3)cc1 the results were GLP1R inv ag 15%, Abeta rescue 13%, HEK293 tox 6%, aSyn yeast inh 3%, pAkt inh inactive, TDP-43 yeast inh 15%, FUS suppressor 1%, Mm-Cpn inhibitor 0% and PTHR1 agonist -68%.
`N#Cc1ccccc1Cn1cc(C#N)c2ccccc21` gave GLP1R inv ag inconclusive, Abeta rescue 22%, HEK293 tox 23%, aSyn yeast inh 18%, pAkt inh inactive, TDP-43 yeast inh 23%, FUS suppressor 0%, Mm-Cpn inhibitor 2% and PTHR1 agonist -11%[57.5 µM].
CCCc1c(C(=O)N/N=C/c2ccc(OCc3ccc(F)cc3)cc2)nnn1-c1nonc1N was read as GLP1R inv ag 9%, Abeta rescue 3%, HEK293 tox 1%, aSyn yeast inh 3%, pAkt inh inactive, TDP-43 yeast inh 10%, FUS suppressor -13% and PTHR1 agonist inactive.
